NCI-60 one-dose screen, 48 h, at 10 µM unless noted. Numbers give growth in % (100 = growth as untreated, 0 = no growth, -100 = all killed).
MCF7: MCF7 breast cancer | hit rate 6.3% among 82,000
SR: SR leukemia cells. hit rate 8.7% among 73,000
MOLT-4: MOLT-4 leukemia cells | AID 1794779 | hit rate 6.9% among 80,000
RPMI-8226: RPMI-8226 leukemia cells. hit rate 7.5% among 77,000
MDA-MB-468: MDA-MB-468 breast cancer; hit rate 8.5% among 78,000; AID 2202374
MDA-MB-231: MDA-MB-231 breast cancer; hit rate 5% among 81,000
K-562: K-562 leukemia; hit rate 7.4% among 78,000; AID 1794777
MDA-MB-435: MDA-MB-435 melanoma. hit rate 7.8% among 82,000
Active calls of the source: *; / = no result given. The calls were made as follows: active = growth percent below 10; inactive = the rest.

Each structure is followed by: MCF7, SR, MOLT-4, RPMI-8226, MDA-MB-468, MDA-MB-231, K-562, MDA-MB-435
COc1cc(CNC(=O)C2CSC3(C)c4ccccc4C(=O)N23)cc(OC)c1OC (stereo not drawn)
  94, 77, 81, 90, 90, 98, 72, 105
COc1cc2cc(Oc3ccc(NC(=O)c4ccccc4)cc3)c(C)nc2cc1OC
  79, 70, 90, 97, 98, 66, 88, 104
CC1=C(SCCC(=O)N2CCNCCNCCNCC2)C(=O)c2ccccc2C1=O
  70, 109, 91, /, /, 86, 70, 111
CN(C)CCNC(=O)c1ccc(-c2nc3ccc4[nH]ncc4c3c3c2COCC3)cc1
  0.3*, -25*, -9.1*, 44, -55*, -5.2*, 8.1*, 3.7*
O=C(/C=C/C(=O)n1ccc2ccccc21)n1ccc2ccccc21
  100, 92, 102, 100, 105, 91, /, 102
C#C[C@]1(O)CC[C@H]2[C@@H]3CC=C4c5sc(-c6ccccc6)nc5CC[C@]4(C)[C@H]3CC[C@@]21C
  51, 31, 64, -13*, /, 89, 18, 94
O=S(=O)(CCN1CCOCC1)Nc1cncc(-c2ccc3ncnc(Nc4ccc(F)c(Cl)c4)c3c2)c1
  47, 90, 72, 82, -23*, 68, 97, 87
c1ccc2c3c([nH]c2c1)CCCC3
  103, 101, 116, /, 101, 98, 98, 127
OC(c1ccccc1)C1(c2ccccc2)OCCO1 (stereo not drawn)
  103, 84, 86, 93, 89, 100, 80, 96
CCOc1ccc(NC(=O)CSc2oc(-c3ccccc3)nc2S(=O)(=O)c2ccccc2)cc1
  89, 85, 69, 59, 70, 90, 79, 93
O=C1CC(=NCC(=O)n2c(-c3ccccc3)nc3ccccc32)NN1
  73, /, 103, 104, 94, 90, 111, 105
Nc1cnc(Nc2ccc(Br)cc2)nc1N
  94, 105, 105, 77, 108, 84, 118, 100
CC(=O)NC1COC(CO)C(OC2OC(CO)CC(O)C2NC(C)=O)C1O (stereo not drawn)
  96, 98, 105, 99, 95, 100, 105, 109
COC(=O)c1ccc([N+](=O)[O-])o1
  101, 98, 104, 111, 108, 101, 103, 110
COC(=O)C1=NC(=S)N=C(C(=O)OC)C1(C)C(=O)c1ccc(Cl)cc1
  93, 111, 127, 110, 95, 95, 116, 110
Cc1nc2ccccc2c(/C=C/c2ccc(Cl)cc2)c1C(=O)/C=C/c1ccc(C(F)(F)F)cc1
  -30*, /, 0.1*, -31*, -66*, -50*, -7.8*, -95*
Nc1ccccc1-c1cc2c(c3c1[nH]c1ccccc13)CCCCCCCC2
  74, 83, 78, 94, 96, 97, 82, 93
O=C(O)CCCc1ccc2c(c1)Cc1ccccc1-2
  83, 86, 94, /, 116, /, 90, 105
S=c1[nH]n(-c2ccccc2)c(=S)s1
  106, 116, 107, 105, 94, 108, 105, 93
NC(N)=Nc1ccc(C(=O)Oc2ccc([N+](=O)[O-])cc2CN2CCCCC2)cc1
  99, 118, 99, 100, 99, 98, 100, 104
O=S(=O)(c1ccccc1)n1cc2c(c1)-c1nc(Nc3ccccc3)sc1CC2
  56, 49, 63, 41, 36, 71, 47, 76
Cc1[nH]c(-c2nc3ccccc3[nH]2)c(C)c1C(=O)N[C@@H](C)c1ccccc1
  94, 109, 101, /, 92, 91, 101, 95
CCOc1ccc(N=Nc2ccccc2)cc1
  100, 96, 97, 104, 93, 92, 91, 87
O=S(=O)(Nc1ncccn1)c1ccc(Nc2nc(-c3ccccn3)cs2)cc1
  100, 91, 102, 77, 110, 99, 100, 109
O=C(O)C/C=C/Br
  91, 105, 106, 101, 92, 117, 103, 100
NC(=O)c1cnc(Nc2ccc(N3CCOCC3)cc2)nc1NCCCNC(=O)C1CCC1
  69, 53, 26, 83, 57, 75, 44, 73
Cc1ccccc1NC(=O)/C=C\C(=O)O
  99, 100, 102, 103, 112, 116, 104, 99
O=c1[nH]cc(Cl)cc1Cl
  98, 127, 115, /, 108, 101, 102, 104
C=CCC(=O)N[C@H](CO)Cc1ccc(-c2cc(Cl)cc(Cl)c2)cc1
  94, 91, 84, 98, 89, 90, 99, 104
CC(=O)Oc1ccc(C(OC(C)=O)OC(C)=O)cc1
  99, 89, 91, 107, 109, 114, 90, 104

Four compounds picked at random from the list so far, as already listed:
Each structure is followed by: MCF7, SR, MOLT-4, RPMI-8226, MDA-MB-468, MDA-MB-231, K-562, MDA-MB-435
C=CCC(=O)N[C@H](CO)Cc1ccc(-c2cc(Cl)cc(Cl)c2)cc1
  94, 91, 84, 98, 89, 90, 99, 104
O=C(O)C/C=C/Br
  91, 105, 106, 101, 92, 117, 103, 100
S=c1[nH]n(-c2ccccc2)c(=S)s1
  106, 116, 107, 105, 94, 108, 105, 93
O=C(O)CCCc1ccc2c(c1)Cc1ccccc1-2
  83, 86, 94, /, 116, /, 90, 105

Some of the entries so far, with bars between the fields:
compound | MCF7 | SR | MOLT-4 | RPMI-8226 | MDA-MB-468 | MDA-MB-231 | K-562 | MDA-MB-435
Nc1ccccc1-c1cc2c(c3c1[nH]c1ccccc13)CCCCCCCC2 | 74 | 83 | 78 | 94 | 96 | 97 | 82 | 93
O=C(O)CCCc1ccc2c(c1)Cc1ccccc1-2 | 83 | 86 | 94 | / | 116 | / | 90 | 105
S=c1[nH]n(-c2ccccc2)c(=S)s1 | 106 | 116 | 107 | 105 | 94 | 108 | 105 | 93
NC(N)=Nc1ccc(C(=O)Oc2ccc([N+](=O)[O-])cc2CN2CCCCC2)cc1 | 99 | 118 | 99 | 100 | 99 | 98 | 100 | 104
O=S(=O)(c1ccccc1)n1cc2c(c1)-c1nc(Nc3ccccc3)sc1CC2 | 56 | 49 | 63 | 41 | 36 | 71 | 47 | 76
Cc1[nH]c(-c2nc3ccccc3[nH]2)c(C)c1C(=O)N[C@@H](C)c1ccccc1 | 94 | 109 | 101 | / | 92 | 91 | 101 | 95

Single values from the list:
MDA-MB-435 result of CCOc1ccc(N=Nc2ccccc2)cc1 is entered as 87
K-562 result of S=c1[nH]n(-c2ccccc2)c(=S)s1 is entered as 105
MCF7 result of O=c1[nH]cc(Cl)cc1Cl is entered as 98

The results go on.
Each structure is followed by: MCF7, SR, MOLT-4, RPMI-8226, MDA-MB-468, MDA-MB-231, K-562, MDA-MB-435
COc1cc(C(=O)Nc2ccc(-c3nc4ccccc4[nH]3)cc2)cc(OC)c1OC
  12, 10, 41, 19, 6.6*, 61, 15, -25*
CCCc1cc(CN2CCOCC2)c(O)c(CN2CCOCC2)c1O
  109, 100, 98, 102, 103, 116, 95, 119
C#CCOc1ccc(C(Nc2ccc(F)c(F)c2)c2nnnn2C2CCCCC2)cc1OC (stereo not drawn)
  88, 101, 88, 98, 94, 88, 88, 110
O=S(=O)(Nc1ccc(Cl)nn1)c1ccc(NC(=S)NCc2ccccc2)cc1
  99, 106, 112, 107, 104, 110, 104, 105
O=C1c2cccc3c(-c4ccc(-c5nc6c7ccccc7c7ccccc7c6[nH]5)cc4)ccc(c23)C(=O)N1Cc1ccccc1
  94, 103, 105, 114, 108, 116, 98, 99
Cc1cc2c(c(C)n1)CN(C(=O)Nc1nc(-c3cncs3)ccc1N)C2
  89, 95, 107, 94, 110, 113, 101, 102
CC(=O)O[C@H]1CC[C@]2(C)[C@H]3CC=C4[C@@H]5CC(C)(C)CC[C@]5(C(=O)N5CCNCC5)CC[C@@]4(C)[C@]3(C)CC[C@H]2C1(C)C
  88, 112, 73, 83, 111, 102, 86, 84
COc1cccc(C(=O)NNc2nc(N3CCN(C4CCCCC4)CC3)nc(N3CCN(C(c4ccccc4)c4ccccc4)CC3)n2)c1
  11, -16*, 15, -11*, 14, 57, 11, 35
COc1ccc2cc(-c3ccnc4c(N=Nc5ccc(Cl)cc5)c(N)nn34)ccc2c1
  97, 95, 100, 95, 99, 101, 86, 105
Cn1c2c(cc(S(=O)(=O)c3ccccc3)c1=O)CCc1c-2cnn1Cc1ccccc1
  93, 83, 95, 97, 95, 106, 93, 95
O=c1[nH]c2ccc(Cl)cc2cc1CSc1ccc(Nc2nccc(-c3ccc(C(F)(F)F)cc3)n2)cc1
  86, 92, 99, 101, 100, 106, 96, 100
CC(=O)c1c(Nc2cccc(F)c2)[nH]c2c(Cl)cc(Cl)c(Cl)c2c1=O
  2.7*, 15, 4.9*, -8.1*, -10*, -3.6*, 7.8*, 2.1*
N#Cc1c(NCc2ccccc2I)sc2c1CCCC2
  82, 80, 83, 87, 86, 81, 84, 104
CCN1CCN(Cc2ccc(NC(=O)Nc3ccc(-n4ccc5c(NC(=O)c6ccccc6)nccc54)cc3)cc2C(F)(F)F)CC1
  -90*, -31*, -33*, /, 60, -39*, -39*, -61*
C=CCn1c(SCC(=O)Nc2cccc(C(=O)/C=C/c3cccc([N+](=O)[O-])c3)c2)nc2ccccc2c1=O
  33, /, /, 17, 89, 90, /, 98
O=C1/C(=c2\c3ccccc3n3c(=O)c4ccccc4nc23)Nc2ccccc21
  59, 93, 86, 74, 77, 81, 87, 106
CC(=O)Nc1ccc(-c2cc3c(NCc4cccc(C)c4)ncnc3s2)cc1
  69, 79, 90, /, 64, 78, 86, 101
Cc1ccc2nc(COc3ccc(C(=O)NNC(=S)NC(=O)c4ccccc4)cc3)[nH]c2c1
  31, 26, 53, 65, 56, 72, 22, 64
O=C(Nc1ccc(F)cc1)Oc1ccc[nH]c1=O
  97, 100, 103, 103, 115, 85, 87, 96
Cc1ccsc1C(=O)CC(=O)C(F)(F)C(F)(F)C(F)(F)F
  97, 108, 110, 101, 112, 97, /, 105
CCCS(=O)(=O)Oc1ccc2c3c(c(=O)oc2c1)CCCCC3
  99, 61, 90, 82, 92, 99, 100, 102
CC1=C(O)c2ccccc2C(=O)C1=O
  98, 113, 115, 105, 108, 108, 110, 109
O=C(CN(c1ccc(F)cc1)S(=O)(=O)c1ccc(Cl)cc1)Nc1ccc(S(=O)(=O)N2CCC(N3CCCC3)CC2)cc1
  83, 59, 68, 86, 104, 86, 66, 82
COc1ccc2c(c1)CCNC21C(=O)Nc2ccc(Cl)cc21 (stereo not drawn)
  95, 86, 95, 100, 100, 99, 99, 102
CC(=O)OCC(=O)[C@@]1(O)CC[C@H]2[C@H]3[C@H]([C@@H](O)C[C@@]21C)[C@@]1(C)CCC(=O)C=C1C[C@@H]3C
  111, 91, 81, 87, 100, 105, 103, 103
O=C1N=c2ccccc2=C1c1sc(=Nc2ccccc2)n(Nc2ccccc2)c1O
  103, 99, 99, /, 123, 95, 94, -23*
Cc1ncc(C[n+]2csc(CCBr)c2C)c(N)n1
  94, 105, 112, 103, 96, 101, 109, 102
COc1c(NC[C@H]2OC(O)(CO)[C@@H](O)[C@@H]2O)c(=O)c1=O (stereo partly drawn)
  99, 95, 107, 106, 99, 99, 102, 109
O=C(Nc1ncc(Cc2ccccc2)s1)C(=S)N1CCOCC1
  96, 106, 100, 99, 113, 102, 101, 102
OC(COc1ccccc1)CN1CCCC1 (stereo not drawn)
  98, 97, 99, 107, 109, 106, 104, 100
Cn1cnc2c(cnn2C)c1=O
  113, 96, 97, 98, 103, 104, 111, 113
O=C(Cc1ccccc1)Nn1c(NCC(=O)N2c3ccccc3Sc3ccccc32)nnc1-c1ccc(O)cc1
  91, /, 101, 86, 90, 87, 102, 94
C#CC(NC(C)(C)CC(C)(C)C)C(C)C (stereo not drawn)
  91, 94, 92, 91, 101, 95, 97, 120
